# GLA spleen mod – alpha-galactosidase A (human) modulation. hit rate 0.008% among 240,000. human spleen homogenate, 4MU-alpha-Gal fluorescence, 40 min. P06280. Potency, µM (highest dose often 80 µM), without a hit: at the highest dose activity change, negative = inhibition, usual class: inhibitors;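 note: 0% = enzyme with vehicle and -100% = no enzyme basal signal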
# Target sequence (P06280 32-429 limits assumed): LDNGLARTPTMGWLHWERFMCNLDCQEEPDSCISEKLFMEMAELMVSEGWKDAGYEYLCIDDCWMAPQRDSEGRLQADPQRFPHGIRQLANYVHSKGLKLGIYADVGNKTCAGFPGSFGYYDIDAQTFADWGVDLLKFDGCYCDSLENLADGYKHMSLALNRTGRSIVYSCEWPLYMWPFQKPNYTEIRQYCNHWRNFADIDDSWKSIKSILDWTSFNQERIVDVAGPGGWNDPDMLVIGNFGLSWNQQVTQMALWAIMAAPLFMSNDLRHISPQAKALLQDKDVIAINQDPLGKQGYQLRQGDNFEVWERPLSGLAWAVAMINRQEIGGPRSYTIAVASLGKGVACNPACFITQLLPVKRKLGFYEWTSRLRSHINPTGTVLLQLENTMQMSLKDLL
#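 Fluorogenic readout (Ex 365/Em 440 nm) of 4-methylumbelliferone released from 1 mM 4-MU-alpha-galactoside by spleen homogenate, 40 min at 37C, pH 5.0. Data normalized to no-enzyme and enzyme controls; Hill-equation AC50 from compound titrations.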
# Tau fluor cs – counter-screen for tau fibril formation inhibitors; tau K18 P301L Alexa594 fluorescence, heparin fibrillization; Potency, µM (doses to about 57.7 µM), inactives show top-dose activity change, negative = decrease; hit rate 0.93% among 280,000; note: % is set by controls: 0 for no effect and ±100 for the full control effect; nearly all actives have a fitted effect of over 55% in size
#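 Human tau K18 P301L (15 uM unlabeled, 0.24 uM Alexa 594-labeled) in 100 mM sodium acetate pH 7 with 20 uM heparin, 6 hr at 37 C. ThT 30 uM added, 1 hr ambient; Alexa 594 FP and total fluorescence read at 555/632 nm.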
# ALDH1A1 inh – ALDH1A1 (human) enzyme inhibition. P00352. AID 1030. Purified ALDH1A1, NADH fluorescence, propionaldehyde substrate. Potency, µM (series often up to 75.3 µM), for inactives: at the top dose activity, negative = inhibition, most hits filed as inhibitors. hit rate 7.3% among 220,000; active = well fitted inhibition curve with a large enough effect, not every such curve was filed as active; inconclusive = small, poorly fitted or top-dose-only effect, or another doubt; inactive = no such curve, though single readings can be large or run the other way;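 note: plate controls were no enzyme wells and a reference inhibitor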
# NPSR antagonist – blocks cAMP signaling of the human neuropeptide S receptor; AID 1461; CHO-NPSR cells, cAMP TR-FRET, antagonist mode; hit rate 1% among 220,000; Potency, µM (top dose mostly 38.3 µM), inactives show at the top dose activity change, negative = inhibition, actives largely listed as inhibitors; note: % is set by controls: 0 for no effect and ±100 for the full control effect; nearly all actives have a fitted effect of over 50% in size; many of its hits are not listed in these tables
# Target sequence (Q6W5P4 whole entry, looked up): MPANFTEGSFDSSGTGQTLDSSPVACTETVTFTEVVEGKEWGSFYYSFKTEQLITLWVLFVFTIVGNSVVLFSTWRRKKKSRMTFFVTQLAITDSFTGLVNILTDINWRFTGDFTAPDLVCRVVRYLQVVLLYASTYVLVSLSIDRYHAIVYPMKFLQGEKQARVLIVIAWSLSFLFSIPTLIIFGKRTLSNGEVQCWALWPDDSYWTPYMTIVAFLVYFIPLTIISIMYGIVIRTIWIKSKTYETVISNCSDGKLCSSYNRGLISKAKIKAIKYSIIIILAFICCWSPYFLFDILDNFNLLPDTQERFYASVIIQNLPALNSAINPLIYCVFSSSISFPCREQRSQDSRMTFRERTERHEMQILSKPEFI
# Epigenetic derep – derepresses silenced GFP reporter in murine cells; murine LDR cells, GFP reporter derepression, 30 h; hit rate 0.2% among 280,000; Potency, µM (doses to about 53.9 µM), for inactives: at the top dose GFP activation, most hits filed as activators; note: % of control where 0% means no effect; nearly all actives have a fitted effect of over 60% in size
#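 Reporter derepression read as number of fluorescent GFP-positive objects, 20-120 um in size, counted by laser-scanning cytometer. Mouse LDR line with an epigenetically silenced CMV-GFP locus; compound incubation 30 h, 37 C.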
# aGlu spleen mod – inhibitors or activators of human alpha-glucosidase in spleen homogenate; Potency, µM (series often up to 79.9 µM), for inactives: at the highest dose activity change, negative = inhibition, usual class: inhibitors; AID 2112; hit rate 0.006% among 240,000; human spleen homogenate, 4-MU-alpha-glucoside fluorescence; P10253;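 note: 0% = enzyme with vehicle and -100% = no enzyme basal signal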
#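 Enzyme source: human spleen homogenate, 1 ug/well. Buffer 50 mM citric acid/K phosphate pH 5.0, 0.01% Tween-20. 4-MU-alpha-glucoside 1 mM; 37 C x 40 min; NaOH/glycine stop; fluorescence.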
# GAA inhib – inhibitors of human lysosomal alpha-glucosidase | P10253 | purified human GAA, 4-MU-alpha-glucoside fluorescence | Potency, µM (highest dose often 76.9 µM), without a hit: top-dose activity change, negative = inhibition, usual class: inhibitors | hit rate 0.005% among 200,000 | AID 1466;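 note: plate controls were uninhibited enzyme wells for no effect and no-enzyme background for full effect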
#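 Activity normalized between no-enzyme (basal) and enzyme-only wells. Conditions: 4 nM human enzyme, 400 uM fluorogenic substrate, citrate/phosphate pH 5.0 with Tween-20, 20 min room temperature, compounds up to 77 uM.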
# GAA glycogen – GAA glycogen-cleavage inhibition or activation. P10253. Potency, µM (series often up to 76.4 µM), without a hit: at the highest dose activity change, negative = inhibition, hits mostly inhibitors. AID 2100. hit rate 0.38% among 300,000. recombinant GAA, glycogen substrate, Amplex Red glucose oxidase fluorescence;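 note: 0% = full enzyme reaction and -100% = no-enzyme basal signal; the screen sought inhibitors and activators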
#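 Recombinant human alpha-glucosidase (4 nM final) hydrolysed bovine liver glycogen (30 ug) for 40 min at 37 C in pH 5.0 citrate/phosphate with 0.01% Tween-20. Released glucose detected by glucose oxidase/Amplex Red, Ex 573/Em 610 nm. Compounds up to 77 uM; AC50 from Hill fits.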
# * hit, by the source's call; ? = inconclusive; . = not tested or not shown; & = joins results of further samples; [ ] = remark or other dose. Unless noted, calls come from the whole dose curve; as a rule, active = well fitted curve in the direction sought with a large enough effect; inconclusive = small, poorly fitted or top-dose-only effect, or another doubt; inactive = no such curve, though single readings can be large; an effect the other way counts as inactive or inconclusive. Potency is the fitted concentration of half-maximal effect. A portion of the library; rates above refer to the full screens.
SMILES,GLA spleen mod,Tau fluor cs,ALDH1A1 inh,NPSR antagonist,Epigenetic derep,aGlu spleen mod,GAA inhib,GAA glycogen
CCSC1=N/C(=C\c2ccc3c(c2)OCO3)C(=O)S1,-2%,-25%,-19%,5%[46.1 µM],1.2%,-5%,-2%,-4%
CCCCCC1OC1C/C=C\C/C=C\C/C=C\CCCC(=O)O (stereo unspecified),0%&5%,2%&-7%,-2%&2%,.,0.0%&1.1%,-3%&-9%,.,.
O=C(c1ccc2c(=O)n(CC3CCCO3)c(=S)[nH]c2c1)N1CCN(c2ccccc2)CC1 (stereo unspecified),-1%,-8%,?,-1%[46.1 µM],0.0%,0%,8%,?
COc1ccc(C2c3[nH]c4ccccc4c3CCN2CCCn2cccn2)c(C)c1C (stereo unspecified),4%,?,-9%,?,1.1%,-13%,?,-25%
COc1ccc2nc(C)cc(SCC(=O)Nc3c(C)cccc3C)c2c1,-4%,-14%,5%,10%,-0.9%,-4%,-2%,-3%
CC(=O)n1c(C=Nc2ccccc2)c(O)c2ccccc21,0%,-26%,?,-52%,2.5%,1%,1%,-3%
CC(C)c1ccc2c(c1)c(SC(C)(C)C)c(CC(C)(C)C(=O)O)n2Cc1ccc(Cl)cc1,-13%&-3%&-9%&9%,?,5%&-4%,?,-0.1%&0.0%&5.2%,2%&-4%&5%&11%,-8%[15.4 µM],-11%
CCOC(=O)Cn1cnc2sc(C(=O)OC)c(C)c2c1=O,3%,10%,0%,0%,0.0%,10%,11%,-7%
CCN(CC)C(=O)CC1(c2ccccc2OC)CCOC(C(C)C)C1 (stereo unspecified),0%,-12%,17%,-15%[46.1 µM],-0.2%,-3%,0%,-9%
CN(CC(=O)OCC(=O)NCc1ccccc1)S(=O)(=O)c1ccc(Cl)cc1,-4%,3%,1%,6%,0.0%,-4%,6%,-2%
COc1cccc(NC(=O)CSc2nc(C)cs2)c1,-22%,-12%,-4%,-7%[46.1 µM],-1.5%,-1%,-8%,-4%
COCCn1c(SCC(=O)Nc2nnc(C)s2)nnc1-c1ccoc1C,-6%,5%,1%,11%,0.5%,-6%,9%,9%
CC(=O)N(CN1C(=O)c2ccccc2C1=O)c1ccc2c(c1)oc1ccccc12,2%,2%,4%,2%,-1.1%,-6%,8%,12%
CCN(Cc1ccccc1)c1ccc(/C=N/NC(=O)c2cccc(S(=O)(=O)N3CCOCC3)c2)cc1,-2%,-30%,?,-2%,1.0%,1%,1%,-2%
CCNC(=S)NNC(=O)CSc1nc2ccccc2[nH]1,3%,-6%,-1%,6%,-3.2%,-6%,8%,?
CCCN1CN(CCc2ccccc2)CNC1=S,11%,-6%,5%,-16%[46.1 µM],0.0%,3%,0%,4%
Cc1onc(-c2ccccc2Cl)c1C(=O)N1CCN(C/C=C/c2ccccc2)CC1,0%,-1%,?,-21%[46.1 µM],6.5%,8%,-7%,5%
O=C(COc1ccccc1)Nc1nc(-c2cccs2)cs1,11%,-29%,-4%,10%[7.67 µM],3.1%,1%,-2%,-21%
O=C1CCCC/C1=C/Nc1ccc2c(c1)OCO2,10%,-21%,-10%,-11%[46.1 µM],0.0%,10%,-6%,?
COc1cc(/C=N/Nc2cccc(C)c2)ccc1OC(=O)c1cccs1,-13%,?,?,-4%,2.0%,-1%,-1%,-9%
O=c1cc(NS(=O)(=O)c2ccccc2)nc(SCc2ccccc2Cl)[nH]1,-4%,4%,-10%,18%,13%,-2%,-6%,14%
COC(=O)c1cc(C#N)c(Oc2ccccc2OC)nc1C,4%,-12%,1%,-12%[46.1 µM],-1.0%,-5%,2%,-6%
O=C(CCc1ccccc1)NNC(=O)c1ccc(Br)cc1,1%,-16%,2%,-6%,0.0%,1%,7%,11%
CCC(C)(C)NC(=O)c1cc(S(=O)(=O)N2CCCCC2)ccc1N1CCOCC1,-9%,-4%,2%,-7%,-5.1%,2%,-8%,12%
COc1ccc2c(c1)C(=C(C#N)C#N)C(=O)N2CCc1ccccc1,-4%,-25%,.,5%[7.67 µM],?,-1%,.,3%
# More entries follow:
SMILES,GLA spleen mod,Tau fluor cs,ALDH1A1 inh,NPSR antagonist,Epigenetic derep,aGlu spleen mod,GAA inhib,GAA glycogen
Cc1c(C(=O)Nc2cccc(-c3nnc4n3CCCCC4)c2)oc2ccccc12,4%,0%,-2%,-21%[46.1 µM],1.1%,6%,1%,-4%
COC(=O)NCC(c1ccco1)N1CCN(c2ccc(F)cc2)CC1 (stereo unspecified),-3%,-4%,19%,19%,0.0%,-2%,3%,-11%
O=C(O)CCCCCCCCCCP(=O)(c1ccccc1)c1ccccc1,8%,-7%,.,?,0.8%,-1%,.,-1%
CCN(CC)S(=O)(=O)c1ccc(F)c(C(=O)NCCC(C)C)c1,1%,1%,1%,8%[46.1 µM],0.8%,-9%,-5%,1%
CCOC(=O)C1(CCCc2ccccc2)CCN(C(=O)CN2C(=O)CSC2=O)CC1,2%,-6%,?,34%,0.2%,-15%,0%,-11%
COc1ccc(-c2nc3c(c4c2C[C@H](c2ccccc2)OC4)CN(C(=O)c2cccnc2)CC3)c(C)c1,-1%[17.5 µM],-5%[11.6 µM],0.35µM*,.,.,7%[17.4 µM],.,.
COc1ccc(NC(=O)c2cncc(Br)c2)cc1S(=O)(=O)N1CCCCC1,2%,-15%,-2%,-6%,-0.9%,3%,4%,1%
Cc1ccc([N+](=O)[O-])cc1NC(=O)c1ccc(-c2ccccc2)cc1,16%,-13%,15%,-1%[46.1 µM],1.2%,2%,4%,6%
O=C(NCc1cccnc1)c1cccn2c(=O)c3sccc3nc12,18%,3%,?,-1%[46.1 µM],-1.1%,-12%,7%,-29%
Cc1nn(CCOc2ccc(Br)cc2)c(C)c1[N+](=O)[O-],2%,-21%,7%,-21%,0.0%,6%,0%,2%
O=C(c1ccco1)N1CCN(c2cc(=O)n(C3CCCCC3)c(=O)[nH]2)CC1,10%,8%,-15%,4%[46.1 µM],-1.1%,-22%,7%,7%
CC(C)(C)c1cc(C(=O)NNC(=O)c2ccc(Cl)cc2)no1,-14%,-10%,?,-6%,-0.3%,-1%,-13%,7%
O=C(Nc1nc(-c2ccccn2)cs1)c1cc(Cl)ccc1[N+](=O)[O-],7%,-22%,10µM*,-58%,?,1%,-1%,4%
C#CCCCO/N=C1/C[C@@H](O)[C@@H](O)[C@@H]2[C@@H]3C(=O)N(C[C@@H]4CCCO4)C(=O)[C@H]3CC[C@H]12,2%[17.5 µM],-5%[11.6 µM],2%[13.5 µM],.,0.0%[10.1 µM],-3%[17.4 µM],.,.
Cc1cc(C)n(C(=O)COc2c(C)cccc2C)n1,6%,5%,6%,-12%[46.1 µM],0.0%,0%,8%,6%
Cc1ccccc1NC(=S)NCCc1ccccn1,10%,0%,14%,0%[46.1 µM],-0.9%,-7%,4%,-2%
CC(=O)Nc1ccc(OS(=O)(=O)c2ccccc2C)cc1,-5%,-13%,-3%,-8%,-1.1%,-2%,?,1%
Cn1c(C(=O)NCCc2ccccc2)cc(=O)n(C)c1=O,4%,-4%,7%,21%,-2.2%,0%,4%,-3%
O=C(Nc1ccccc1)Nc1ccc(Br)cc1F,8%,-16%,19%,-14%,0.0%,0%,1%,5%
Cn1c(=O)c2c(nc(CN3CCN(c4ccccc4F)CC3)n2CCN2CCOCC2)n(C)c1=O,-1%,-1%,?,-5%[46.1 µM],-0.8%,-1%,3%,-5%
CC(NCC(=O)Nc1cc(S(=O)(=O)N2CCCCCC2)ccc1Cl)c1ccccc1 (stereo unspecified),-4%,-17%,?,-46%,0.0%,2%,-5%,0%
COC(=O)CC1C(=O)NCCN1C(=O)OC(C)(C)C (stereo unspecified),-4%,6%,-1%,11%,?,-19%,5%,2%
CC(C)CC(NC(N)=O)C(=O)OCC(=O)N(Cc1ccccc1)Cc1ccccc1 (stereo unspecified),4%,-7%,8%,-7%,1.1%,-26%,-2%,3%
CCOc1cccc(N(C(=O)Cc2cccs2)C(C(=O)NC2CCCCC2)c2cccn2C)c1 (stereo unspecified),-7%,7%,8%,?,-2.0%,-10%,1%,3%
Cc1ccc(S(=O)(=O)N/N=C2\C(=O)C3(C)CCC2C3(C)C)cc1 (stereo unspecified),-7%,-3%,0%,5%,3.8%,1%,1%,22%

# Complete entries, looked up by structure. Order of values: GLA spleen mod, Tau fluor cs, ALDH1A1 inh, NPSR antagonist, Epigenetic derep, aGlu spleen mod, GAA inhib, GAA glycogen
# CC(=O)n1c(C=Nc2ccccc2)c(O)c2ccccc21 as listed: 0%, -26%, ?, -52%, 2.5%, 1%, 1%, -3%
# CCCN1CN(CCc2ccccc2)CNC1=S as listed: 11%, -6%, 5%, -16%[46.1 µM], 0.0%, 3%, 0%, 4%

# New compounds follow
SMILES,GLA spleen mod,Tau fluor cs,ALDH1A1 inh,NPSR antagonist,Epigenetic derep,aGlu spleen mod,GAA inhib,GAA glycogen
C=CCNC(=S)NNC(=O)c1ccc(OCCCC)cc1,-4%,4%,0%,5%[46.1 µM],-0.9%,-1%,2%,?
O=C(CCNc1ccc(F)cc1)c1cccc([N+](=O)[O-])c1,-6%,16µM*[quencher],0.22µM*,-10%[46.1 µM],5.5%,-4%,1%,0%
O=C(Nc1nc(-c2ccc(Cl)s2)cs1)c1ccncc1,3%,-5%,2%,-6%[46.1 µM],-1.0%,-4%,0%,6%
OCC1OC(Oc2cccc3cccnc23)C(O)C(O)C1O (stereo unspecified),8%,5%,6%,.,-1.1%,-7%,.,.
O=C(Cc1ccc(Br)cc1)Nc1ncc([N+](=O)[O-])s1,-5%,?,.,-43%,-2.9%,-9%,.,2%
CC1(C)OC(C)(C)/C(=C/Nc2ccccc2)C1=O,-7%,-2%,-4%,-4%,-3.2%,-7%,?,9%
O=C(Nc1ccc(N2CCOCC2)c(Cl)c1)c1ccc2c(c1)OCCO2,15%,18%[2.34 µM],?,45%,0.0%,12%,13%,-21%
CCOC(=O)CNC(=O)CSc1nnc(-c2ccccc2)n1Cc1ccco1,2%,-3%,-14%,0%[46.1 µM],-1.0%,-8%,-2%,2%
COc1cc(OC)cc(C(=O)NC(=S)Nc2cccnc2)c1,9%,-12%,?,-19%[46.1 µM],-1.0%,-11%,-8%,-12%
CC(=O)Nc1ccc(/C(C)=N\NC(=O)c2ccc(-c3ccccc3)cc2)cc1,8%,-15%,22µM*,9%,-2.7%,6%,8%,-1%
CC(=O)N(C)/C=C1\Sc2ccccc2C1=O,-13%,-5%,6%,-15%[46.1 µM],0.0%,-2%,-5%,-4%

# High-throughput results deposited in PubChem by National Center for Advancing Translational Sciences (NCATS).
